Screens deposited in PubChem by several laboratories.
NOD1 NF-kB reporter: NOD1 signaling inhibitors, primary screen, cell-based, luminescence, uHTS (AID 1578) | NOD1-driven NF-kB luciferase reporter cells, luminescence; higher % means a stronger effect | inhibition, % at 4 µM, or EC50 in µM where a hit was titrated | 1% of 290,000 active; in the data active = inhibition mostly above about 36%, no sharp cut-off; inactive = mostly below about 34%;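 note: HEK-293T reporter cells stimulated with the NOD1 agonist gamma-tri-DAP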
KOR beta-arrestin-1: KOR agonists, beta-arrestin recruitment, primary screen, cell-based, luminescence, uHTS (AID 1777); activation, % at 10 µM; hits with a dose series show EC50 in µM; KOR beta-arrestin recruitment, luminescence; higher % means a stronger effect; Kappa-type opioid receptor (Homo sapiens); 0.02% of 280,000 active; in the data active = activation above about 50%, passing the limit was not always enough; note: a part of the inactive calls stands beside numbers as strong as those of hits
HIV peptide binding: inhibitors of HIV fusion peptide binding, primary screen, biochemical, uHTS, fluorescence dequenching (AID 1986). cell-free peptide binding, fluorescence dequenching, 30 min; higher % means a stronger effect. inhibition, % at 20 µM, or IC50 in µM where a hit was titrated. 0.3% of 290,000 active; in the data active = inhibition mostly above about 52%, no sharp cut-off; inactive = mostly below about 76%; note: some results filed as inactive read as strong as hits
GPR55 activation: GPR55 agonists via beta-arrestin recruitment, primary screen, imaging, U2OS cells, beta-arrestin-GFP redistribution (AID 1961); G-protein coupled receptor 55 (Homo sapiens); U2OS GPR55 beta-arrestin-GFP redistribution imaging; higher % means a stronger effect; one-dose activation, % at 10 µM; EC50 in µM for titrated hits; 0.048% of 290,000 active;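 active = activation above 40% with more than 50 cells counted in the well; inconclusive = wells holding fewer than 50 cells, flagged as toxic or sparse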;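 note: U2OS osteosarcoma cells stably expressing GPR55 and beta-arrestin-GFP; plate controls were DMSO negative control for no effect and LPI positive control for full effect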
Large T inhibition: SV40 large T antigen inhibitors, biochemical (AID 1903). SV40 large T antigen ATPase/helicase inhibition assay; higher % means a stronger effect. 0.39% of 310,000 active. one-dose inhibition, % at 20 µM; IC50 in µM for titrated hits; in the data active = a potency from the dose series; inconclusive = inhibition mostly from about 32% at the one dose, without a potency; inactive = the rest, 99 in 100 with inhibition below about 32%; note: strong numbers were not always called active
MgcRacGAP inhibition: MgcRacGAP GTPase-activating activity inhibitors, confirmation, biochemical, ADP Hunter fluorescence; inhibition, % at 30 µM, or IC50 in µM where a hit was titrated; AID 624330, 2012; MgcRacGAP-stimulated Rac1 GTP hydrolysis, ADP Hunter fluorescence; higher % means a stronger effect; GST-tagged Rac1 F28L mutant substrate; 0.6% of 340,000 active; Rac GTPase-activating protein 1 (Homo sapiens);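 active = first-screen hits whose inhibition reached a set limit at any dose in the follow-up dose series; inconclusive = inhibition above the set first-screen limit but never retested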;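 note: fluorescence reports GDP produced by GAP-driven GTP hydrolysis; strong numbers were not always called active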
GPR55 LPI antagonism: GPR55 antagonists blocking LPI-driven arrestin recruitment, primary screen, imaging, U2OS, beta-arrestin-GFP, LPI agonist (AID 2013); 0.13% of 290,000 active; G-protein coupled receptor 55 (Homo sapiens); U2OS GPR55 beta-arrestin-GFP translocation imaging, LPI antagonism; higher % means a stronger effect; inhibition, % at 10 µM; hits with a dose series show IC50 in µM;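 active = spots per cell inhibited over 60%, with over 100 cells counted and total cytoplasm intensity under 500,000; inconclusive = wells with under 100 cells, flagged as likely toxic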;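 note: U2OS cells stably carrying GPR55 and arrestin-GFP stimulated by 5 µM LPI near EC80; imaged beta-arrestin-GFP aggregate spots per cell after agonist stimulation; plate controls were LPI-stimulated DMSO wells for no effect and DMSO wells without LPI for full effect; some results filed as inactive read as strong as hits; confirmed hits need IC50 under 10 µM and bright autofluorescent wells are also inconclusive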
KOR beta-arrestin-2: KOR antagonists, beta-arrestin recruitment, cell-based, luminescence, uHTS (AID 1778). KOR beta-arrestin recruitment, luminescence, antagonist mode; higher % means a stronger effect. one-dose inhibition, % at 10 µM; IC50 in µM for titrated hits. 0.091% of 290,000 active; note: strong numbers were not always called active
HEK293 NOD2/NF-kB: NOD2 signaling inhibitors, cell-based, luminescence, uHTS, HEK293 (AID 1566) | HEK293 NOD2/NF-kB luciferase reporter, luminescence; higher % means a stronger effect | inhibition, % at 4 µM, or EC50 in µM where a hit was titrated | 0.63% of 290,000 active; note: many of its hits are not listed in these tables
Numbers without * were called inactive; & = joins results of further samples; [ ] = remark or other dose. Cut-off read from the data, not from the text of the source, unless noted: active = inhibition above about 50%; inactive = the rest. A portion of the library; rates above refer to the full screens.

Screening CC(=O)Nc1ccc(S(=O)(=O)N2CCC3(CC2)OCCO3)cc1 returned NOD1 NF-kB reporter -12%, KOR beta-arrestin-1 -2.9%, HIV peptide binding 0.5%, GPR55 activation 0.0%, Large T inhibition 4%, MgcRacGAP inhibition 3%, GPR55 LPI antagonism 0%, KOR beta-arrestin-2 16% and HEK293 NOD2/NF-kB 2%.
Screening COc1cccc(NC(=S)N2CCC(NC(=O)C3CCCCC3)CC2)c1 returned NOD1 NF-kB reporter 29%, KOR beta-arrestin-1 0.8%, HIV peptide binding 2.0%, GPR55 activation -0.1%, Large T inhibition 8%, MgcRacGAP inhibition 11%, GPR55 LPI antagonism -7%, KOR beta-arrestin-2 -9% and HEK293 NOD2/NF-kB 13%.
For CCOc1ccccc1NC(=O)c1ccc(S(=O)(=O)N2CCOCC2)cc1 the results were NOD1 NF-kB reporter -32%, KOR beta-arrestin-1 -1.9%, HIV peptide binding -2.5%, GPR55 activation -0.1%, Large T inhibition 10%, MgcRacGAP inhibition 9%, GPR55 LPI antagonism 22%, KOR beta-arrestin-2 20% and HEK293 NOD2/NF-kB 3%.
For COc1cc(NC(=O)c2cc(OC)c(OC)c(OC)c2)c(OC)cc1NC(=O)CN1CCCCC1 the results were NOD1 NF-kB reporter -27%, KOR beta-arrestin-1 -1.8%, HIV peptide binding 1.9%, GPR55 activation -0.1%, Large T inhibition 19%, MgcRacGAP inhibition 11%, GPR55 LPI antagonism 8%, KOR beta-arrestin-2 -6% and HEK293 NOD2/NF-kB 19%.
For COc1cccc(CN2CCC(C(=O)N3CCN(Cc4ccc5c(c4)OCO5)CC3)CC2)c1 the results were NOD1 NF-kB reporter -25%, KOR beta-arrestin-1 -3.7%, HIV peptide binding 2.4%, GPR55 activation 0.0%, Large T inhibition 9%, MgcRacGAP inhibition 28%, GPR55 LPI antagonism 15%, KOR beta-arrestin-2 0% and HEK293 NOD2/NF-kB 6%.
Cn1nc(CC(=O)NCc2ccc(C(F)(F)F)cc2)c2ccccc2c1=O was read as NOD1 NF-kB reporter 32%, KOR beta-arrestin-1 -1.2%, HIV peptide binding 1.7%, GPR55 activation 0.0%, Large T inhibition 22%, MgcRacGAP inhibition 6%, GPR55 LPI antagonism -5%, KOR beta-arrestin-2 4% and HEK293 NOD2/NF-kB 30%.
`O=C(Oc1ccccc1N1C(=O)C2CCCCC2C1=O)c1ccc(Cl)cc1` (stereo not drawn) gave NOD1 NF-kB reporter -32%, KOR beta-arrestin-1 4.2%, HIV peptide binding -2.1%, GPR55 activation -0.1%, Large T inhibition 8%, MgcRacGAP inhibition 4%, GPR55 LPI antagonism 5%, KOR beta-arrestin-2 11% and HEK293 NOD2/NF-kB -14%.
S=C1NCCOCCOCCOCCOCCNC(=S)N2CCOCCOCCN1CCOCC2 was read as NOD1 NF-kB reporter -25%, KOR beta-arrestin-1 -7.6%, HIV peptide binding -0.8%, GPR55 activation 0.2%, MgcRacGAP inhibition 9%, GPR55 LPI antagonism 14%, KOR beta-arrestin-2 -26% and HEK293 NOD2/NF-kB 16%.
CC(Sc1nnc(Nc2ccccc2)s1)C(=O)NC1CCCc2ccccc21 (stereo not drawn) was read as NOD1 NF-kB reporter 3%, KOR beta-arrestin-1 4.3%, HIV peptide binding -1.4%, GPR55 activation inconclusive, Large T inhibition -1%, MgcRacGAP inhibition 7%, GPR55 LPI antagonism -1%, KOR beta-arrestin-2 23% and HEK293 NOD2/NF-kB -9%.
Screening Cc1ccc(C)c(N2CCN(CC(=O)Nc3ccc([N+](=O)[O-])cc3C(=O)Nc3ccccc3F)CC2)c1 returned NOD1 NF-kB reporter 5%, KOR beta-arrestin-1 0.7%, HIV peptide binding -0.7%, GPR55 activation 0.3%, Large T inhibition 4%, MgcRacGAP inhibition 9%, GPR55 LPI antagonism 25%, KOR beta-arrestin-2 -35% and HEK293 NOD2/NF-kB -27%.
`CCOC(=O)C1CCN(Cc2ccc(OC)cc2OC)CC1` gave NOD1 NF-kB reporter 10%, KOR beta-arrestin-1 -0.7%, HIV peptide binding -1.7%, GPR55 activation -0.1%, Large T inhibition 5%, MgcRacGAP inhibition 17%, GPR55 LPI antagonism -18%, KOR beta-arrestin-2 -28% and HEK293 NOD2/NF-kB -4%.
COc1ccc(-c2nnc(SCC(=O)NNC(=O)Cc3ccccc3)n2C)cc1OC was read as NOD1 NF-kB reporter -18%, KOR beta-arrestin-1 1.2%, HIV peptide binding 0.5%, GPR55 activation 0.2%, Large T inhibition 7%, MgcRacGAP inhibition 7%, GPR55 LPI antagonism -3%, KOR beta-arrestin-2 -10% and HEK293 NOD2/NF-kB -3%.
COC(=O)c1cc(C)sc1NC(=O)CN1CCN(C(=O)c2ccco2)CC1 was read as NOD1 NF-kB reporter 17%, KOR beta-arrestin-1 7.0%, HIV peptide binding 0.4%, GPR55 activation -0.2%, Large T inhibition -8%, MgcRacGAP inhibition 2%, GPR55 LPI antagonism -22%, KOR beta-arrestin-2 -21% and HEK293 NOD2/NF-kB 19%.
For COc1cc(-c2ccc(=O)[nH]n2)ccc1OC(F)F the results were NOD1 NF-kB reporter -3%, KOR beta-arrestin-1 -2.4%, HIV peptide binding -1.0%, GPR55 activation -0.1%, Large T inhibition 6%&5%, MgcRacGAP inhibition 0%, GPR55 LPI antagonism -6%, KOR beta-arrestin-2 14% and HEK293 NOD2/NF-kB 3%.
For Cn1c(=O)[nH]c(=O)c2c1nc(N/N=C/c1cccnc1)n2Cc1ccc(Cl)cc1 the results were NOD1 NF-kB reporter -4%, KOR beta-arrestin-1 4.0%, HIV peptide binding -2.1%, GPR55 activation -0.1%, Large T inhibition 12%, GPR55 LPI antagonism 4%, KOR beta-arrestin-2 21% and HEK293 NOD2/NF-kB 9%.
Cc1ccc[n+](-c2nc3ccccc3nc2C(=C=[N-])C#N)c1 was read as NOD1 NF-kB reporter -2%&7%, KOR beta-arrestin-1 -1.6%&2.7%, HIV peptide binding 5.9%&-1.1%, GPR55 activation -0.1%&-0.1%, Large T inhibition 9%&15%, MgcRacGAP inhibition 11%&8%, GPR55 LPI antagonism 4%&-3%, KOR beta-arrestin-2 13%&13% and HEK293 NOD2/NF-kB 0%&4%.
Screening Cc1cc(C)n(C(=O)c2ccc(NC(=O)CC(C)C)cc2)n1 returned NOD1 NF-kB reporter -21%, KOR beta-arrestin-1 0.2%, HIV peptide binding 19%, GPR55 activation -0.1%, Large T inhibition 15%, MgcRacGAP inhibition 7%, GPR55 LPI antagonism 10%, KOR beta-arrestin-2 -2% and HEK293 NOD2/NF-kB 1%.
COc1ccc(C(=O)NC2CCN(S(=O)(=O)c3ccccc3F)CC2)cc1 was read as NOD1 NF-kB reporter 18%, KOR beta-arrestin-1 -0.7%, HIV peptide binding -1.1%, GPR55 activation 0.3%, Large T inhibition 18%, MgcRacGAP inhibition 4%, GPR55 LPI antagonism 16%, KOR beta-arrestin-2 -40%[20 µM] and HEK293 NOD2/NF-kB -10%.
`CCn1c(CNC(=O)c2ccccc2F)nnc1SCc1nc2ccccc2c(=O)[nH]1` gave NOD1 NF-kB reporter -35%, KOR beta-arrestin-1 1.7%, HIV peptide binding 1.1%, GPR55 activation -0.6%, Large T inhibition 5%, GPR55 LPI antagonism 11%, KOR beta-arrestin-2 -26% and HEK293 NOD2/NF-kB 1%.
For COCCOC(=O)c1[nH]c2c(c1C)C(=O)CC(c1ccc(OC)cc1)C2 (stereo not drawn) the results were NOD1 NF-kB reporter -7%, KOR beta-arrestin-1 -1.7%, HIV peptide binding -1.2%, GPR55 activation -0.1%, Large T inhibition -1%, MgcRacGAP inhibition 6%, GPR55 LPI antagonism 1%, KOR beta-arrestin-2 -9% and HEK293 NOD2/NF-kB -1%.
`CC(C)(C)NS(=O)(=O)c1ccc(NS(=O)(=O)Cc2ccccc2)cc1` gave NOD1 NF-kB reporter 0%, KOR beta-arrestin-1 -1.9%, HIV peptide binding -1.8%, GPR55 activation 1.2%, Large T inhibition 13%, MgcRacGAP inhibition 10%, GPR55 LPI antagonism 2%, KOR beta-arrestin-2 -29% and HEK293 NOD2/NF-kB 3%.
Screening Cc1ccc(C)c(OC(=O)c2ccncc2)c1 returned NOD1 NF-kB reporter 54%*, KOR beta-arrestin-1 9.6%, HIV peptide binding -1.0%, GPR55 activation 0.6%, Large T inhibition 17%, MgcRacGAP inhibition 9%, GPR55 LPI antagonism -10%, KOR beta-arrestin-2 -14% and HEK293 NOD2/NF-kB -7%.
`CCn1c2ccc(F)cc2c2nnc(SCCN3CCCCC3)nc21` gave NOD1 NF-kB reporter -11%, KOR beta-arrestin-1 6.2%, HIV peptide binding 0.2%, GPR55 activation -0.2%, Large T inhibition 9%, MgcRacGAP inhibition 16%, GPR55 LPI antagonism 1%, KOR beta-arrestin-2 -7% and HEK293 NOD2/NF-kB 2%.
Screening COC(=O)c1c(NC(=O)CN2C(=O)C(=O)N(CC(C)C)C2=O)sc(C)c1C returned NOD1 NF-kB reporter -14%, KOR beta-arrestin-1 2.2%, HIV peptide binding 0.4%, GPR55 activation 0.0%, Large T inhibition 3%, MgcRacGAP inhibition 7%, GPR55 LPI antagonism 4%, KOR beta-arrestin-2 -12% and HEK293 NOD2/NF-kB -3%.
For COc1ccc(CCNC(=O)COc2cc(O)c3c(c2)OC(C)(C)CC3=O)cc1 the results were NOD1 NF-kB reporter -21%, KOR beta-arrestin-1 -4.2%, HIV peptide binding -0.4%, GPR55 activation 0.4%, MgcRacGAP inhibition 4%, GPR55 LPI antagonism 16%, KOR beta-arrestin-2 -29%[20 µM] and HEK293 NOD2/NF-kB 20%.
CC1CN(CC(=O)NN=C(c2ccccc2)c2ccccc2)CC(C)O1 (stereo not drawn) was read as NOD1 NF-kB reporter -8%, KOR beta-arrestin-1 -4.4%, HIV peptide binding 1.7%, GPR55 activation -0.3%, Large T inhibition 3%, MgcRacGAP inhibition 8%, GPR55 LPI antagonism -7%, KOR beta-arrestin-2 16% and HEK293 NOD2/NF-kB 14%.
CCCCn1c(=O)[nH]c(=O)c2c1nc(-c1ccc(C)c([N+](=O)[O-])c1)n2CC was read as NOD1 NF-kB reporter -23%, KOR beta-arrestin-1 -4.0%, HIV peptide binding -2.3%, GPR55 activation 0.7%, Large T inhibition 2%, MgcRacGAP inhibition 4%, GPR55 LPI antagonism -6%, KOR beta-arrestin-2 8% and HEK293 NOD2/NF-kB 21%.
